# Mcl1 Noxa PPI: disrupts binding of human Mcl-1 to Noxa peptide | 220,000 compounds, 1.5% hits | TR-FRET Mcl-1/Noxa peptide binding, 2 h | AID 1022 | inhibition, % at 21.7 µM | Q07820;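 active = compounds that cut the protein-peptide binding signal by more than 50% relative to plate controls in a single-dose test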;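 note: His-tagged Mcl-1 with rhodamine Noxa BH3 peptide and terbium anti-His antibody; 0% = Mcl-1 plus Noxa peptide wells and 100% = peptide-only wells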
# RGS8-Gao reg: modulates binding of RGS8 to human Galphao; response (percent of control binding), % at 10 µM; 220,000 compounds, 0.34% hits; multiplexed bead flow cytometry; actives lie on both sides; P09471; in the data active = response below about 60% or above about 140%; inactive = in between;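 note: Galphao activated as the GDP aluminium fluoride complex binding bead-coupled RGS8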
# Target sequence (P09471 whole entry, looked up): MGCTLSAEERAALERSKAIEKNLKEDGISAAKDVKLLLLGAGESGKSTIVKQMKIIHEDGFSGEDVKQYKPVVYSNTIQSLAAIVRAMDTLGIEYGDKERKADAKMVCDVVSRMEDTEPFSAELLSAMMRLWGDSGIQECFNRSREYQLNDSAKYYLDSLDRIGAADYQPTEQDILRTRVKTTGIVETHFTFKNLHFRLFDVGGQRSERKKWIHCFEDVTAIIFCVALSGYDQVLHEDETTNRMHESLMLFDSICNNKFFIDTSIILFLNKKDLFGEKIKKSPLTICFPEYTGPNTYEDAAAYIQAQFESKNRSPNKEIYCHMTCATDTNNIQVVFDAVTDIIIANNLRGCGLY
# Bfl-1 Bim block: inhibitors of Bim-Bfl-1 interaction, human | Bead-based flow cytometry, Bim-Bfl-1 binding inhibition | inhibition, % at 10 µM | 190,000 compounds, 0.12% hits;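 note: 0% = wells without compound plus tracer and 100% = blocker peptide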
# Bcl-W Bim block: human Bim-Bcl-W interaction inhibition. 190,000 compounds, 0.02% hits. bead-based flow cytometry, Bim peptide-Bcl-W binding. AID 952. Q92843. inhibition, % at 10 µM;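 note: 0% = bound tracer without compound and 100% = peptide blocker; higher means less fluorescent Bim peptide bound to Bcl-W beads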
# Target sequence (Q92843 whole entry, looked up): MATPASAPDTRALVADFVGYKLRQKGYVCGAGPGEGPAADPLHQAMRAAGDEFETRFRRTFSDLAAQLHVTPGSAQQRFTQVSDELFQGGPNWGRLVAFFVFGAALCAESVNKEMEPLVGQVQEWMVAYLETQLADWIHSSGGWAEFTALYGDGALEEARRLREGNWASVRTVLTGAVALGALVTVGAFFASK
# RGS7-Gao: regulators of human RGS7-Galphao interaction. binding response (% of control), % at 10 µM. AID 1439. Multiplexed bead flow cytometry, RGS7-Galphao binding; actives lie on both sides. 220,000 compounds, 0.35% hits. P09471; in the data active = binding response below about 49% or above about 150%; inconclusive = no clear call, values can overlap the other calls; inactive = in between;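 note: fluorescent Galphao held in activated GDP-AlF4 state binding bead-coupled RGS7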
# Bim-Bcl-XL: inhibitors of Bim-Bcl-XL interaction, human. 190,000 compounds, 0.04% hits. Bim peptide-Bcl-XL binding, bead flow cytometry, fluorescence. Q07817. inhibition, % at 10 µM
# Target sequence (Q07817 whole entry, looked up): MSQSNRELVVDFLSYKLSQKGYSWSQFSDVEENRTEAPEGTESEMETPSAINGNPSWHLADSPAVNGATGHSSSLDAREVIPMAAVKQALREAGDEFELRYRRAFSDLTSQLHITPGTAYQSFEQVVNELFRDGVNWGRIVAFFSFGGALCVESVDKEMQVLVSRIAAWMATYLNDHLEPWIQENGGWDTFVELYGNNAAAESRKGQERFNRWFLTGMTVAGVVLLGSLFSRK
# Mcl1-Bid inh: disrupts binding of human Mcl-1 to Bid peptide. TR-FRET Mcl-1/Bid-Dy647 peptide binding, 1536-well. 220,000 compounds, 0.97% hits. inhibition, % at 21.7 µM;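 active = compounds that cut the binding signal by more than half at the single screening dose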;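 note: His-tagged Mcl-1 with europium anti-His antibody binding Bid BH3 peptide; 0% = Mcl-1 plus peptide wells and 100% = peptide-only wells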
# Bcl-B Bim block: inhibitors of Bim-Bcl-B interaction, human; Q9HD36; bead-based flow cytometry, Bim peptide-Bcl-B binding; AID 951; 190,000 compounds, 0.073% hits; inhibition, % at 10 µM;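 note: 0% = tracer peptide without compound and 100% = reference inhibitor peptide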
# Mcl-1 Bim block: human Bim-Mcl-1 interaction inhibition | Q07820 | Bead-based flow cytometry, Bim peptide-Mcl-1 binding | inhibition, % at 10 µM | 190,000 compounds, 0.1% hits;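 note: 0% = no compound tracer wells and 100% = peptide blocker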
# RGS4-Gao reg: human RGS4-Galphao interaction regulation; P09471; 220,000 compounds, 0.33% hits; Multiplexed bead flow cytometry, RGS4-Galphao binding; actives lie on both sides; binding response (% of control), % at 10 µM; in the data active = binding response below about 49% or above about 150%; inactive = in between;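 note: fluorescent Galphao activated with aluminum fluoride binding bead-coupled RGS4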
# Bim-Bcl-2: inhibitors of Bim-Bcl-2 interaction, human. inhibition, % at 10 µM. P10415. Bead-based flow cytometry, Bim peptide-Bcl-2 binding. 190,000 compounds, 0.06% hits. AID 950; in the data active = inhibition above about 40%; inconclusive = no clear call, values can overlap the other calls;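 note: 0% = no compound wells with probe peptide and 100% = reference peptide inhibitor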
# Target sequence (P10415 whole entry, looked up): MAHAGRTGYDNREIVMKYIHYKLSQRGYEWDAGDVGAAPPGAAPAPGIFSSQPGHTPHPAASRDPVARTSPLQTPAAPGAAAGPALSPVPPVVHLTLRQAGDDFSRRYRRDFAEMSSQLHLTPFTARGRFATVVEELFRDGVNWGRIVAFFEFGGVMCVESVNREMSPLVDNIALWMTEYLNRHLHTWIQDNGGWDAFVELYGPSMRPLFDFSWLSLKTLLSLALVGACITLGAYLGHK
# Active calls of the source: *; u = inconclusive; x = not tested or not shown. Cut-off read from the data, not from the text of the source, unless noted: active = inhibition above about 40%.
Mcl1 Noxa PPI,smiles,Bim-Bcl-XL,Bfl-1 Bim block,Mcl1-Bid inh,RGS7-Gao,RGS8-Gao reg,Bcl-B Bim block,Mcl-1 Bim block,Bim-Bcl-2,Bcl-W Bim block,RGS4-Gao reg
15.0,O=C(CCCC(=O)N/N=C/c1ccccc1C(=O)O)N/N=C/c1ccccc1C(=O)O,x,x,-17.7,u,99.5,x,x,x,x,105.0
14.0,Cc1ccc(S(N)(=O)=O)c(C)c1N1CCCC1=O,-1.0,-5.0,-21.0,101.7,104.8,-6.0,-1.0,-4.0,-3.0,105.9
20.3,Clc1ccc(-c2cc3ccccc3nc2N2CCOCC2)cc1,2.0,2.0,-2.1,98.2,96.1,-11.0,-1.0,-1.0,6.0,98.2
15.2,OC1(c2ccc(Cl)cc2)CN(c2ccccc2)C2=[N+]1CCS2 (centres undefined),-3.0,8.0,0.5,104.0,100.5,-4.0,0.0,-3.0,-1.0,99.1
5.2,CCOc1ccc(CCNC(=O)CSc2nn(-c3ccc(C)c(Cl)c3)c(=S)s2)cc1OCC,-7.0,-10.0,-8.4,99.2,98.3,-11.0,-3.0,-8.0,-5.0,97.9
-6.5,COCCn1c(SCC(=O)N2CC(=O)Nc3ccccc32)nc2ccccc2c1=O,0.0,0.0,-6.8,104.3,104.0,-1.0,0.0,0.0,3.0,102.8
9.4,CCn1cc(S(=O)(=O)CC(=O)Nc2ccc(C)cc2)c2ccccc21,-2.0,-6.0,-5.8,105.1,98.8,-7.0,0.0,-4.0,0.0,102.9
17.5,O=C(/C=C/c1ccc(Cl)cc1Cl)c1ccc[nH]1,-3.0,-3.0,-8.3,96.0,102.0,-2.0,0.0,-1.0,0.0,98.8
9.6,O=c1ccc2cc3c4c(c2o1)CCCN4CCC3,6.0,8.0,-15.5,97.0,100.7,21.0,5.0,3.0,11.0,97.9
5.0,CCCCNC(=S)NC(=O)c1ccccc1Br,-5.0,-6.0,-22.5,99.8,104.1,-7.0,-2.0,-1.0,-5.0,102.7
3.1,COc1ccc(C2/C=C\CN(C(=O)CC(C)C)CC(=O)N2Cc2ccc(F)cc2)cc1 (centres undefined),x,x,-45.4,u,103.0,x,x,x,x,108.9
-6.8,CCCCOc1ccc(CSc2ncn[nH]2)cc1,-3.0,0.0,-44.0,101.8,102.0,-5.0,-1.0,-1.0,-2.0,101.3
-10.7,COC(=O)/C(C#N)=C/c1ccc(C)o1,-1.0,-1.0,-13.9,107.9,101.2,6.0,0.0,4.0,2.0,108.1
11.5,O=C(CSc1ncnc2nc[nH]c12)c1ccc2ccccc2c1,-6.0,0.0,2.9,99.7,99.9,-1.0,0.0,0.0,0.0,97.4
29.7,O=C(Nc1nc2ccc(SC(F)F)cc2s1)c1ccc2c(c1)S(=O)(=O)c1ccccc1C2=O,-4.0,-1.0,-8.3,103.1,104.0,-7.0,-4.0,0.0,-1.0,94.5
-6.0,COc1cccc(CC2(CO)CCN(CC3=CC[C@H]4C[C@@H]3C4(C)C)CC2)c1,-7.0,-6.0,-1.6,100.3,100.3,-5.0,-4.0,-8.0,-1.0,97.6
32.4,O=C1OC2(CCCC2)OC(=O)C1=Cc1c[nH]c2ccccc12,-1.0,-4.0,4.2,101.4,99.9,-2.0,0.0,-3.0,1.0,103.4
12.0,Fc1ccc(-c2csc(/C=C/c3ccc4c(c3)OCO4)n2)cc1,-9.0,-16.0,-16.7,106.2,104.1,-10.0,-3.0,-6.0,-4.0,104.4
-3.7,CCCCOc1ccc(-c2ncc([N+](=O)[O-])cn2)cc1,x,x,-12.2,u,92.7,x,x,x,x,88.0
8.4,Cc1ccc(N2CCN(C(=O)N3CCCC3)CC2)cc1C,9.0,-2.0,-26.6,97.6,97.1,-1.0,1.0,-1.0,0.0,97.6
13.0,N#Cc1c(NC(=S)NC(=O)c2ccccc2)sc2c1CCCC2,-2.0,5.0,-34.6,103.2,99.6,-5.0,0.0,-3.0,-1.0,99.8
-11.6,COc1cccc(NC(=O)c2nn(-c3ccc(OC)cc3OC)c(=O)c3ccccc23)c1,1.0,-4.0,3.8,99.6,102.2,0.0,1.0,-2.0,2.0,101.6
-1.5,Cc1cc(NC(=O)COC(=O)C2CCC2)no1,-1.0,-4.0,-1.1,92.8,97.6,-2.0,-1.0,0.0,-2.0,91.1
13.3,NC(=O)CN1CCN(S(=O)(=O)c2ccc(Cl)cc2)CC1,1.0,2.0,6.3,u,101.3,1.0,-4.0,3.0,-3.0,99.7
3.7,CCN(CC)CCNC(=O)C1c2cc(OC)c(OC)cc2C(=O)N(C)C1c1cccs1 (centres undefined),-4.0,-9.0,-8.2,96.1,98.5,-3.0,-3.0,-7.0,-6.0,97.2
2.1,COC(=O)C(=C/C=C/N1CCOCC1)C(=O)OC,x,x,-112.2,u,98.1,x,x,x,x,100.4
13.4,COc1ccc(N2Cc3cccc(C(=O)N4CCOCC4)c3C2=O)cc1,-8.0,-20.0,-35.5,95.4,100.3,-12.0,-3.0,-10.0,-3.0,101.3
-6.5,CCOC(=O)N1CCN(C(=O)CSc2nc3c(cnn3-c3ccc(Cl)cc3)c(=O)[nH]2)CC1,-5.0,-9.0,-1.4,103.3,99.6,-7.0,2.0,-6.0,1.0,101.6
10.2,N#CC1=C(N)Oc2cc(N)ccc2C1C1CCCCC1 (centres undefined),0.0,-5.0,-1.9,99.3,100.1,-1.0,-2.0,0.0,3.0,103.3
-5.1,CC(=O)NS(=O)(=O)c1ccc(NC(=O)CCC2CCCC2)cc1,-10.0,-17.0,17.7,100.4,99.8,-10.0,-11.0,-12.0,-2.0,101.2
16.6,COCCNC(=O)c1ccccc1NC(=O)c1ccc(Cl)c(S(=O)(=O)Nc2ccc(C)cc2C)c1,-10.0,-10.0,14.8,97.2,105.9,-10.0,-2.0,-16.0,0.0,99.8
2.5,CSCC[C@H](NC(=O)Nc1ccc(Oc2ccccc2)cc1)C(=O)O,x,x,-6.3,u,105.9,x,x,x,x,110.4
22.1,CC(=O)Nc1ccc(NC(=O)c2cc(C)nn2-c2ccccc2)cc1,-2.0,-1.0,-27.5,103.6,103.8,2.0,-4.0,-1.0,-2.0,106.1
-0.6,Nc1cc(C2CCCC2)nn1-c1ccccc1,0.0,3.0,-62.2,110.4,101.1,1.0,0.0,5.0,0.0,112.0
3.8,Cc1ccc(C2C(C(=O)c3sc(C)nc3C)=C(O)C(=O)N2CCN(C)C)o1 (centres undefined),11.0,1.0,-59.1,109.3,118.6,-1.0,-2.0,0.0,-4.0,108.2
27.2,COC(=O)CSc1nc(-c2cccs2)ccc1C#N,-6.0,7.0,-18.3,104.4,93.7,-29.0,-5.0,-3.0,-6.0,94.0
12.9,O=C1C2C3C=CC([C@@H]2C(=O)N1Cc1cccnc1)C31CC1 (some centres undefined),0.0,-1.0,-34.9,97.5,99.6,-1.0,0.0,2.0,2.0,97.3
x,Cc1ccc(-c2nc(N)n(S(C)(=O)=O)n2)cc1,6.0,6.0,-15.2,91.5,99.1,0.0,2.0,4.0,0.0,97.9
-10.6,CC1CN(S(=O)(=O)c2cccc(C(=O)NCCCn3ccnc3)c2)CC(C)O1 (centres undefined),1.0,-2.0,-1.1,102.7,102.2,0.0,0.0,-4.0,0.0,103.0
14.2,COc1ccccc1-c1coc2cc(OCC(=O)OCc3ccccc3)ccc2c1=O,-6.0,-7.0,-0.4,98.0,95.3,-9.0,-5.0,-8.0,-4.0,85.2

# Compound profiles, from the list above. Screens in order: Mcl1 Noxa PPI, Bim-Bcl-XL, Bfl-1 Bim block, Mcl1-Bid inh, RGS7-Gao, RGS8-Gao reg, Bcl-B Bim block, Mcl-1 Bim block, Bim-Bcl-2, Bcl-W Bim block, RGS4-Gao reg
# Profile of `COC(=O)CSc1nc(-c2cccs2)ccc1C#N` → 27.2, -6.0, 7.0, -18.3, 104.4, 93.7, -29.0, -5.0, -3.0, -6.0, 94.0
# Profile of `Nc1cc(C2CCCC2)nn1-c1ccccc1` → -0.6, 0.0, 3.0, -62.2, 110.4, 101.1, 1.0, 0.0, 5.0, 0.0, 112.0

# The results go on:
Mcl1 Noxa PPI,smiles,Bim-Bcl-XL,Bfl-1 Bim block,Mcl1-Bid inh,RGS7-Gao,RGS8-Gao reg,Bcl-B Bim block,Mcl-1 Bim block,Bim-Bcl-2,Bcl-W Bim block,RGS4-Gao reg
9.8,CCCOC(=O)C1=C(C)NC2=C(C(=O)CCC2)C1c1cc(OC)ccc1OC (centres undefined),-1.0,0.0,-17.7,102.0,94.6,2.0,2.0,1.0,2.0,92.9
3.7,COCc1nnc(NC(=O)CC(c2ccccc2)c2ccccc2)s1,1.0,0.0,-23.8,99.5,98.6,4.0,3.0,4.0,3.0,97.6
4.8,O=C(N/N=C/c1ccncc1)c1nn(Cc2ccccc2)c(=O)c2ccccc12,-2.0,-9.0,-12.5,u,101.6,-8.0,1.0,-5.0,-3.0,102.2
-5.9,COC(=O)CSc1nnc(-c2ccc(S(=O)(=O)N3CCCCC3)cc2)o1,-2.0,-10.0,-7.2,101.2,103.0,-9.0,-2.0,-11.0,-1.0,102.7
14.3,Cc1cccc(OCc2nc(C#N)c(NCCN(C)C)o2)c1,-2.0,-6.0,-15.3,104.7,102.5,-6.0,-4.0,-2.0,-2.0,104.7
-24.3,COc1ccc(/C=C2\SC(=S)N(CC3CCCO3)C2=O)cc1 (centres undefined),x,x,20.2,u,99.5,x,x,x,x,100.0
-7.5,O=C(Nc1cc(=O)c2ccccc2o1)N1CCCCC1,-2.0,0.0,-67.9,116.4,110.3,0.0,-4.0,0.0,0.0,115.0
12.5,COc1ccccc1CNc1nc2nc(C)c(C)c(=O)n2[nH]1,0.0,-2.0,-12.7,93.7,99.2,0.0,0.0,-1.0,-2.0,91.4
14.2,CCOc1cccc(CNCCNC(=O)c2nonc2N)c1,-3.0,-2.0,-20.1,92.9,99.1,1.0,2.0,-1.0,2.0,91.9
6.4,COc1ccc2nc(SCc3ccccc3)nc(C)c2c1,-7.0,-12.0,1.6,96.4,98.7,-11.0,-2.0,-11.0,-5.0,97.7
19.3,O=[N+]([O-])c1ccc(OCc2nnc(-c3ccccc3)o2)cc1,-4.0,3.0,6.7,u,99.4,1.0,-4.0,-1.0,-3.0,99.1
-7.9,CC(C)Nc1nc(NC(N)=S)nc(NC(C)(C)C)n1,-2.0,-3.0,-65.2,98.4,100.2,-10.0,-2.0,-5.0,-5.0,99.8
7.5,C=CCN(CC(=O)NC1CCS(=O)(=O)C1)S(=O)(=O)c1ccccc1C(F)(F)F (centres undefined),-1.0,-6.0,-10.4,u,98.2,-4.0,-1.0,-3.0,-1.0,101.0
30.9,Cc1ccccc1OCCCCc1c(C)n[nH]c1C,-4.0,-10.0,45.7,94.9,101.7,-9.0,-1.0,-12.0,3.0,100.1
12.9,O=c1/c(=C\c2ccc(F)cc2)sc2n1CCCN=2,-2.0,-5.0,-55.0,u,99.4,-4.0,0.0,1.0,0.0,98.6
-23.3,COc1ccccc1C1CC(c2ccc(Br)cc2)=NN1C(=O)c1cccnc1 (centres undefined),-10.0,-9.0,-4.0,98.8,95.9,-12.0,-7.0,-5.0,-5.0,100.9
11.7,Cn1c(=O)c2c(nc(NCc3ccc4c(c3)OCO4)n2Cc2ccc(F)cc2)n(C)c1=O,-7.0,-16.0,-10.9,99.3,100.3,-12.0,-2.0,-11.0,0.0,100.9
10.6,COc1ccc(Cl)cc1NC(=S)N(Cc1cccnc1)Cc1ccco1,-3.0,-5.0,-24.7,99.7,103.3,-5.0,-1.0,-3.0,-3.0,101.5
